TSG101-PTAP inh – qHTS Assay for Iinhibitors of HIV-1 Budding by Blocking the Interaction of PTAP/TSG101. Tumor susceptibility gene 101 protein (Homo sapiens), Q99816. 340,000 tested, under 10 active. Fluorescence polarization, FITC-PTAP peptide / Tsg101 binding. Potency, µM (titrated, usually from 115 µM), for inactives: at the top dose activity change, negative = inhibition, actives largely listed as inhibitors; active = well fitted inhibition curve with a large enough effect in the main read-out, with a control signal flat, not every such curve was filed as active; inconclusive = small, poorly fitted or top-dose-only effect, or effect the other way, or a change in a side signal; inactive = no such curve, though single readings can be large or run the other way; also: potency is read from the fitted curve at half-maximal effect; % of control where 0% means no effect
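Tsg101 binding domain (10 uM final) was mixed with compound and a FITC-labeled PTAP peptide (50 nM final) in HEPES pH 7.5 buffer with NaCl, Tween 20, EDTA and TCEP; fluorescence polarization was read after 20 min at r.t.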
FBPA coupling cs – qHTS Assay for Inhibitors of Fructose-1,6-bisphosphate Aldolase from Giardia Lamblia: Coupling assay counterscreen. coupling enzyme system counterscreen, AmpLite Red fluorescence. 0.67% of 290,000 active. activity change, negative = inhibition, % at 58.2 µM, hits read low; in the data active = activity change below about -30%; also: % is scaled to controls: 0 for no effect and ±100 for the full control effect
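Activity here indicates interference with the coupling reaction, not aldolase inhibition. Compounds at 57.5 uM final met coupling enzymes for 10 min at RT; substrate and AmpLite Red detection followed, with a 525/598 nm fluorescence read after 20 min.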
S-ASM inh – Inhibitors of Secretory Acid Sphingomyelinase (S-ASM): qHTS; Sphingomyelin phosphodiesterase (Homo sapiens), P17405; AID 504937, 2011; 0.006% of 340,000 active; Potency, µM (top dose mostly 57.5 µM), for inactives: top-dose activity change, negative = inhibition, actives largely listed as inhibitors; placental ASM, HMU-PC fluorogenic substrate, 60 min; also: potency is read from the fitted curve at half-maximal effect
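Fluorogenic HMU-PC substrate (9 uM final) is turned over by placental ASM in 60 min at 37 C after a 10 min compound preincubation. Reaction ended by alkaline stop (pH 10), with fluorescence read at 386/447 nm.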
Chronic BCR inh – qHTS Assay to Find Inhibitors of Chronic Active B-Cell Receptor Signaling | ABC-DLBCL IkBa-CBG/CBR reporter, luminescence ratio, 4 h | Potency, µM (titrated, usually from 46.1 µM), without a hit: at the highest dose ratio change, negative = lower green/red ratio, usual class: inhibitors | 0.05% of 340,000 active | AID 493014, 2011; active = well fitted inhibition curve with a large enough effect in the signal ratio, with a control signal flat, not every such curve was filed as active; inconclusive = small, poorly fitted or top-dose-only effect, or effect the other way, or a change in a side signal; the % refers to the signal ratio;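 also: potency is read from the fitted curve at half-maximal effect; plate controls were basal doxycycline-induced cells for no effect and cells given 10 µM MG132 for full effect; MG132 reads +100%, hits lower the ratio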
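TMD8 human ABC-DLBCL cells with doxycycline-inducible IκBα–green luciferase fusion and unfused red luciferase, in 0.5% FBS medium; compounds up to 46 uM, 4 h at 37C. Green/red luminescence ratio, filter-overlap corrected, fitted to concentration-response curves.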
Tb PFK block – qHTS Assay to Find Inhibitors of T. brucei phosphofructokinase | Potency, µM (series often up to 57.5 µM), inactives show top-dose activity, negative = inhibition, actives largely listed as inhibitors | T. brucei PFK, ADP-Glo luminescence | ATP-dependent 6-phosphofructokinase (Trypanosoma brucei brucei), O15648 | 0.17% of 330,000 active;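 also: potency is read from the fitted curve at half-maximal effect; 0% = uninhibited 1x PFK enzyme wells and -100% = no-enzyme wells; nearly all actives have a fitted effect of over 60% in size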
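1.25 nM PFK with 0.5 mM F6P and 0.1 mM ATP in 0.1 M TEA pH 8.0, 5 mM MgCl2, incubated 45 min at room temperature; ADP measured by ADP-Glo luminescence; compounds titrated up to 57 uM.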
GALK inh – qHTS Assay for Inhibitors of Human Galactokinase (GALK); Potency, µM (highest dose often 57.5 µM), inactives show at the top dose activity change, negative = inhibition, most hits filed as inhibitors; Purified GALK, Kinase-Glo residual ATP luminescence; 0.007% of 270,000 active; also: potency is read from the fitted curve at half-maximal effect; % is scaled to controls: 0 for no effect and ±100 for the full control effect
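ATP-depletion format; final 35 uM ATP, 100 uM D-galactose, 5 nM enzyme; pH 8.0 HEPES/Mg2+ buffer; 60 min RT; luminescence read 10 min after detection reagent.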
Giardia kill – Small Molecules that selectively kill Giardia lamblia: qHTS; Giardia lamblia trophozoite viability; activity change, % at 7.66 µM, hits read low; 0.15% of 340,000 active; AID 540267, 2011; in the data active = activity change below about -80%; inconclusive = between about -30% and that limit;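 also: parasites exposed to compound for two days anaerobically before the ATP read; % is scaled to controls: 0 for no effect and ±100 for the full control effect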
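ATP-content bioluminescence gauges trophozoite survival. Cells (100/well) receive compound and incubate anaerobically for 48 hrs at 37 deg C; detection reagent follows for 15-30 min at room temperature.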
Menin MLL FP TR – qHTS Assay for Inhibitors Targeting the Menin-MLL Interaction in MLL Related Leukemias: Competition With Texas Red Labeled MLL-derived Mutant Peptide; Potency, µM (highest dose often 61.6 µM), for inactives: top-dose FP activity change, negative = inhibition, usual class: inhibitors; Menin + Texas Red MLL mutant peptide, fluorescence polarization; O00255; 0.23% of 270,000 active; AID 1768, 2009; active = well fitted inhibition curve with a large enough effect in the polarisation, with a control signal flat, not every such curve was filed as active; inconclusive = small, poorly fitted or top-dose-only effect, or effect the other way, or a change in a side signal; inactive = no such curve, though single readings can be large or run the other way; the % refers to the polarisation; also: potency is read from the fitted curve at half-maximal effect; % of control where 0% means no effect; many of its hits are not listed in these tables
Target sequence (O00255 whole entry, looked up): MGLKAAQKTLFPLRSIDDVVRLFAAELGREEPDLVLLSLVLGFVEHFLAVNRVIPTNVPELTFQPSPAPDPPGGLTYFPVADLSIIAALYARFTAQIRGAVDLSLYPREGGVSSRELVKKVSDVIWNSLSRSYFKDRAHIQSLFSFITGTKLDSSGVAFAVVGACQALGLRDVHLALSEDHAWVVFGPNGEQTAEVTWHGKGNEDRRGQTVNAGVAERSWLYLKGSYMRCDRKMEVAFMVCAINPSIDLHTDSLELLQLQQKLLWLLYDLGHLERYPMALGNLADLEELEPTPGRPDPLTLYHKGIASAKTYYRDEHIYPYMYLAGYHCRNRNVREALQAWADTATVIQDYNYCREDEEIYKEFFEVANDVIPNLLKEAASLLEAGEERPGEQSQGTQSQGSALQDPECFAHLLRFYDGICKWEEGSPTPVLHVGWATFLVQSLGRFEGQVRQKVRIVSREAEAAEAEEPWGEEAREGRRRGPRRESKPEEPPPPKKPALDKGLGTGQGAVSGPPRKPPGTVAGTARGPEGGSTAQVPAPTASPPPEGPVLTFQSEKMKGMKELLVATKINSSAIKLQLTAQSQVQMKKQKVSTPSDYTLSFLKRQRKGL
B2AR arrestin – qHTS assay of beta-arrestin-biased ligands of beta2-adrenergic receptor; 0.02% of 330,000 active; Potency, µM (highest dose often 46.1 µM), for the others: at the highest dose activation, actives largely listed as activators; Beta-2 adrenergic receptor (Homo sapiens), P07550; AID 492947, 2010; beta-arrestin recruitment to beta2AR, cell-based reporter;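 also: potency is read from the fitted curve at half-maximal effect; 0% = DMSO controls and full agonism = EC100 isoproterenol or metaproterenol; nearly all actives have a fitted effect of over 65% in size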
Target sequence (P07550 whole entry, looked up): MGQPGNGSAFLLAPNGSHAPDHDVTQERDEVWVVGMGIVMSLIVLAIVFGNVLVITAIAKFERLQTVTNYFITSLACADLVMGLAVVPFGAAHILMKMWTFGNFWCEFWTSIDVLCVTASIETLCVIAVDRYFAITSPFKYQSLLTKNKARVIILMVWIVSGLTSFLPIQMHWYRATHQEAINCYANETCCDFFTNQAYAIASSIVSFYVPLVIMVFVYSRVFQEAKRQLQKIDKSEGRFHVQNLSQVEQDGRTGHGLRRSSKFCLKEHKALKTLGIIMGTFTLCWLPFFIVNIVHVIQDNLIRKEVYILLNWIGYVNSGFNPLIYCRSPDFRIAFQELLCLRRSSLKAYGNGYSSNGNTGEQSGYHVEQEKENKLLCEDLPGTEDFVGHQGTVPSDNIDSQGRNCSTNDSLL
PKM2 act – qHTS Assay for Activators of Human Muscle isoform 2 Pyruvate Kinase; Pyruvate kinase PKM (Homo sapiens), P14618; purified PKM2, Kinase-Glo ATP luminescence, activation; response scale: 0% is enzyme alone, no compound; Potency, µM (doses to about 57.5 µM), for inactives: top-dose activation, actives largely listed as activators; 0.34% of 260,000 active; also: potency is read from the fitted curve at half-maximal effect; % is scaled to controls: 0 for no effect and ±100 for the full control effect; nearly all actives have a fitted effect of over 55% in size
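hPK-M2, >95% pure; 0.1 mM ADP / 0.5 mM PEP final; imidazole pH7.2 buffer w/ 7 mM MgCl2, 50 mM KCl; 1 h RT; Kinase-Glo lum. Intermediate enzyme activity for dual inhibitor/activator qHTS.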
Integrin act MD – qHTS for Activators of Integrin-Mediated Alleviation for Muscular Dystrophy; alpha7betagal myoblasts, beta-gal FDG fluorescence, 48 h; Potency, µM (doses to about 38.3 µM), for inactives: top-dose activation, most hits filed as activators; 0.064% of 350,000 active; AID 624291, 2012;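 also: potency is read from the fitted curve at half-maximal effect; 100% = response of the positive control SU9516; nearly all actives have a fitted effect of over 60% in size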
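Alpha7betagal+/- myoblasts (passage 13) were plated 16-24 hr, then exposed to compounds (1:260 dilution of DMSO stock) for 48 hours at 37C. After MPER lysis, β-galactosidase reporter activity was read as FDG fluorescence (ex 480/em 540) after 30 minutes.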
Active calls of the source: *; ? = inconclusive; / = not tested or not shown; [ ] = another dose, or the depositor's remark. Unless noted, calls follow the shape of the dose curve; as a rule, active = well fitted curve in the direction sought with a large enough effect; inconclusive = small, poorly fitted or top-dose-only effect, or another doubt; inactive = no such curve, though single readings can be large; an effect the other way counts as inactive or inconclusive. A portion of the library; the hit share may differ from the screen's.

SMILES | TSG101-PTAP inh | FBPA coupling cs | S-ASM inh | Chronic BCR inh | Tb PFK block | GALK inh | Giardia kill | Menin MLL FP TR | B2AR arrestin | PKM2 act | Integrin act MD
Cc1cc(OCC(=O)NC(C)C)cc(C)c1Br | -4% | 0 | 6% | 8% | 1% | / | -7 | -6% | 0.0% | 0% | 10%
Cc1cc(NC(=O)COn2nnc3ccccc32)no1 | -2% | 3 | -1% | 2% | -2% | 5% | -3 | 12% | -0.3% | 3% | -8%
Cn1c(CNC(=O)c2ccccc2F)nnc1SCc1nc2ccccc2c(=O)[nH]1 | / | 0 | / | 5% | 3% | 2% | / | -1% | -0.3% | -16% | /
O=C(NCC1(N2CCCCC2)CCCCC1)C1CC(=O)N(c2ccc3c(c2)OCCO3)C1 (stereo not drawn) | -1% | 1 | -1% | -4% | 3% | 5% | -2 | ? | -0.1% | -5% | -45%
Cn1c(=O)[nH]c2ncccc21 | -2% | 5 | 15% | ? | -6% | 4% | 18 | / | -0.8% | 1% | -26%
COc1ccc2[nH]c(=O)c(CNc3cc(C)ccc3C)cc2c1 | -7% | -23 | -3% | 15% | 2% | -3% | 49[activator] | / | 0.0% | 9% | -37%
CC1(c2ccc(OC(F)F)cc2)NC(=O)N(CC(=O)Nc2ccc3c(c2)OCO3)C1=O (stereo not drawn) | -7% | 2 | -1% | -10% | -7% | -3% | -13 | 0% | 0.0% | -2% | 4%[7.66 µM]
OCCCc1nc2ccccc2n1Cc1ccccc1 | -8% | 6 | -5% | 1% | 2% | 2% | 2 | -7% | 0.1% | -1% | -1%
CCCCCc1nc2sc3c(c2c(=O)n1N)CCC3 | -1% | 1 | -6% | 10% | 6% | 0% | -14 | -12% | 0.0% | 2% | 19%
CC(c1ccccc1)N1CC(C(=O)Nc2ccc(F)cc2)CC1=O (stereo not drawn) | 95%[activator] | / | -1% | 0% | -4% | / | 25 | / | -0.1% | / | 18%
CCc1ccccc1N(C(=O)Cn1nnc2ccccc21)C(C(=O)NCCOC)c1ccco1 (stereo not drawn) | -4% | 1 | 0% | -1% | 1% | 2% | 7 | 0%[11.7 µM] | -0.4% | 0% | -26%
Cc1cc(C)c2cc(C(=O)N3CCN(c4ncccc4C(F)(F)F)CC3)[nH]c2c1 | -3% | -1 | -12% | ? | 8% | 9% | 8 | -25% | -0.4% | / | 20%
CC(=O)Nc1ccc(S(=O)(=O)NCCc2ccccn2)cc1 | -1% | -2 | 4% | -3% | 0% | 5% | 15 | -10% | -0.2% | -4% | -38%[inhibitor]
Cc1ccc2nc3ccc(N4CCN(C)CC4)nn3c(=O)c2c1 | -6% | -1 | -2% | 13% | 0% | -2% | -21 | -14% | 0.2% | 1% | 0%
O=C1CCCC2=C1C(c1ccc(Br)cc1)c1c([nH]c(=S)[nH]c1=O)N2 (stereo not drawn) | -11% | 3 | 10% | ? | -13% | 1% | 5 | 39%[activator] | 0.1% | 9% | -7%
O=C(Nc1ccc(C(=O)N2CCCc3ccccc32)cc1)c1cccs1 | -6% | -4 | -11% | 0% | 0% | -7% | -15 | 43%[activator] | 0.1% | 1% | 8%
COc1ccc([N+](=O)[O-])c(OC)c1C(=O)NC(=O)Nc1nc(C)nc(C)n1 | -7% | / | 3% | 5% | 2% | -1% | -19 | / | 0.4% | 0% | 29%
C=CCOc1ccc(/C=N/n2cncn2)cc1OC | -4% | 1 | 0% | -3% | 6% | -4% | -8 | -16% | 0.2% | -3% | 1%
O=C(c1ccc2ccccc2n1)N1CCN(c2ccccc2)CC1 | 0% | 7 | -2% | ? | 0% | 1% | 1 | -6% | -0.2% | 2% | 16%
O=C(O)C1Cc2[nH]cnc2C(c2ccccc2O)N1 (stereo not drawn) | -2% | -1 | 2% | 1% | 8% | 1% | 5 | 0% | -0.4% | 1% | 4%
CCOc1ccccc1CNC(c1ccccc1)c1ccccc1 | -5% | 3 | -3% | 8% | -1% | -2% | -12 | -6% | -0.5% | 2% | -36%
C=C(C)C1CC=C(C)/C(=N/NC(=S)Nc2ccccc2)C1 (stereo not drawn) | 0% | 1 | -5% | -7% | 2% | 2% | 6 | -3% | -3.6% | -14% | 3%
S=c1nc2ccccc2c2nc(-c3ccccc3)[nH]n12 | -4% | -13 | 6% | ? | 0% | -4% | -10 | ? | 4µM* | 8% | 28%
Cc1cc(C(=O)Nc2ccc(F)cc2C)cs1 | -3% | / | 4% | 0% | 2% | 0% | 14 | / | -1.1% | 6% | 17%
CN(C)c1ccc(P(=O)(OC2CCCCC2)C(O)c2ccccn2)cc1 (stereo not drawn) | 0% | 2 | 2% | 1% | -6% | -1% | 5 | / | -0.4% | -17% | ?
C#CCSc1nnc(-c2sc(-c3ccccc3)nc2C)n1C | -3% | 1 | 6% | 18% | 0% | -3% | -1 | 3% | 0.0% | -1% | -3%[7.66 µM]
CCC(CC)NC(=O)c1cccc(Br)c1 | 0% | 3 | 0% | ? | 2% | 10% | 3 | 5% | 0.0% | -28% | -26%
COc1ccc(/C=N/NC(=O)CC#N)cc1Oc1nc(Cl)ncc1F | 3% | 1 | -4% | 0% | -15% | 4% | -11 | 6% | -0.5% | / | -23%
Cc1ccc(NC(=O)CCC(=O)N/N=C/c2ccc([N+](=O)[O-])o2)cc1C | -1% | -1 | -1% | 0% | 0% | -2% | ? | / | -0.6% | 1% | 0%
COCCNc1ccc([N+](=O)[O-])cc1C(=O)Nc1cccc(C)n1 | 4% | 1 | -9% | ? | 0% | 3% | -15 | 13% | -0.3% | 13% | -31%
Cc1cc(C)cc(Oc2ccccc2CO)c1 | / | -2 | / | -2% | -2% | 0% | / | -2% | 0.0% | -1% | /
O=C(c1nc2ccccn2c1CN1CCCC(c2nc3ccccc3o2)C1)N1CCCC1 (stereo not drawn) | -5% | 1 | 4% | 13% | -1% | 1% | 8 | -25% | 0.4% | 3% | 0%
CCOc1cccc(=O)c2c(C)n(Cc3ccco3)c(C)c12 | -4% | -13 | 1% | 5% | -14% | 2% | -17 | ? | 0.4% | ? | -25%
CCN(CC)c1ccc(C=Nc2cc(C)ccc2C)c(O)c1 | 0% | -5 | 1% | 0% | -4% | 1% | -22 | 9% | -3.3% | 1% | -1%
CCOC(=O)c1c(N2CCCCC2)c2ccccc2[nH]c1=O | 0% | -1 | 0% | 10% | -7% | -3% | 6 | ? | -0.7% | -12% | 12%
CCC(SC1=NCCS1)C(=O)Nc1nnc(-c2ccccc2OC)s1 (stereo not drawn) | -1% | -3 | ? | 2% | 1% | -3% | -9 | 19% | -0.1% | ? | 28%
O=C(C1=C[C@@H](c2ccc(Br)cc2)C[C@@H](OCc2ccc(CO)cc2)O1)N1CCOCC1 | -7% | 3 | 0% | 0% | 1% | 2% | 9 | -9% | -0.1% | 1% | 8%
CC(C)OC(=O)Cn1nnc2c(cnn2-c2ccccc2)c1=O | -1% | 2 | -2% | ? | -5% | 1% | -1 | -5% | 0.0% | 8% | 16%
Cc1nnc(SCC(=O)Nc2sccc2C(N)=O)s1 | -6% | / | -2% | -4% | 0% | / | 2 | / | 0.1% | / | 7%
CCCCC(CC)COC1(c2ccccc2)OC(=O)c2ccccc21 (stereo not drawn) | / | -4 | 3% | ? | -1% | -2% | 1 | ? | -0.3% | -4% | -9%

Assay outcomes from PubChem BioAssay.
